RPL19A-GFP yeast = RPL19A-GFP expression modulators in yeast, primary screen, cell-based, S. cerevisiae, multiplex flow cytometry, MLPCN; S. cerevisiae RPL19A-GFP strain, 3 h; stronger effect = lower value; percent response vs DMSO, % at 10 µM; 0.3% of 330,000 active; AID 2025, 2009;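 active means percent response vs DMSO below 50%; inconclusive means fewer than 70 events counted for the yeast strain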;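 further: median channel GFP fluorescence of the barcoded RPL19A-GFP strain; ratio of sample median GFP to plate DMSO average so 100% = DMSO; lower means less RPL19A-GFP as with rapamycin TOR inhibition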
CIT2 TOR yeast = modulators of CIT2-GFP expression in yeast, primary screen, S. cerevisiae, GFP fusion, multiplex flow cytometry, MLPCN library; GFP response vs DMSO, % at 10 µM; 0.065% of 320,000 active; S. cerevisiae CIT2-GFP strain, 3 h; 100 means same as DMSO wells; AID 2029, 2009;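 active means GFP response relative to DMSO above a set limit, near the screen mean plus 3 SD, cut at about 150% in these data; inconclusive means Fewer than 70 cells measured for a yeast strain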;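 further: ratio of well median GFP fluorescence to mean of DMSO wells on the plate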
VLA-4 inh = inhibition in human VLA-4 binding assay, primary screen, VLA-4 allosteric modulator project, MLPCN library, flow cytometry, VLA-4 expressing cells; inhibition, % (about 7 µM as worked out from the volumes in the protocol); AID 2557, 2010; ligand binding flow cytometry; 0.2% of 330,000 active; Integrin alpha-4 (Homo sapiens), P13612; in the data active means inhibition above about 50%
Target sequence (P13612 whole entry, looked up): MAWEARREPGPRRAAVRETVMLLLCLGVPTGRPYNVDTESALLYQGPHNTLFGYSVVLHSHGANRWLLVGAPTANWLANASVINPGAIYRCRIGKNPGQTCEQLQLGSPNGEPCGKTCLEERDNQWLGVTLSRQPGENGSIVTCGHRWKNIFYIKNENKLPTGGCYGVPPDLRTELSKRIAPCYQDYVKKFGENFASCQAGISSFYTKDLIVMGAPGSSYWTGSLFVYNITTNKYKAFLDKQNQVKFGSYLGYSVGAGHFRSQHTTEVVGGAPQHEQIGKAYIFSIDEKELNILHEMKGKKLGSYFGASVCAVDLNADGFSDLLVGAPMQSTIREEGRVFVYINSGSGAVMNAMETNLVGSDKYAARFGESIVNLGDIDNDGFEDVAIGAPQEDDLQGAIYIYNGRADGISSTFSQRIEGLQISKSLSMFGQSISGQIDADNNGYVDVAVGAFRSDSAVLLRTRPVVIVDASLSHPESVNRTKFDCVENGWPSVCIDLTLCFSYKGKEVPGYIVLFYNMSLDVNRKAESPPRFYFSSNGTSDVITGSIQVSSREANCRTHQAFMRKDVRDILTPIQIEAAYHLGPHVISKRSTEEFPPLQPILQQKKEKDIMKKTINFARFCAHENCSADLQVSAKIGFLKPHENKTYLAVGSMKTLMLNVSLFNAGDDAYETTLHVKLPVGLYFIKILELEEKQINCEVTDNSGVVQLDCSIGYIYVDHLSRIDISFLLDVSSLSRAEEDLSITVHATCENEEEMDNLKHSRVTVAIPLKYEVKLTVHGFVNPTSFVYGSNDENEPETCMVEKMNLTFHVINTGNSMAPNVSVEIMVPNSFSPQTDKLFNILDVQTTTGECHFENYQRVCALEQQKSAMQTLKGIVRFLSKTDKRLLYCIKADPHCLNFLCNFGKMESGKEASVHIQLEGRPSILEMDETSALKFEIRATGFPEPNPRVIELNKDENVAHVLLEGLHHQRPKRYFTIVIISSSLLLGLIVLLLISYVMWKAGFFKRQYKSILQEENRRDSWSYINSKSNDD
LAP4 TOR yeast = modulators of LAP4-GFP expression in yeast, primary screen, S. cerevisiae, multiplex flow cytometry, MLPCN library. GFP response vs DMSO, % at 10 µM. AID 2023, 2009. 3 h; median GFP as percent of DMSO wells. 0.34% of 320,000 active;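 active means GFP response vs DMSO above a set limit, about the screen mean plus 3 SD, cut at about 150% in these data; inconclusive means under 70 cell events counted for the yeast strain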
GRK2 inh = compounds blocking aptamer binding on GRK2 – biochemical, human GRK2, bead flow cytometry, HTS, primary screen; 0.59% of 330,000 active; FAM-aptamer displacement from GRK2; inhibition of aptamer binding, % at 10 µM; Beta-adrenergic receptor kinase 1 (Homo sapiens), P25098;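 active means inhibition of aptamer binding above 40%, roughly 3 SD of noise, on plates passing a quality check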;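 further: median bead fluorescence of bound FAM aptamer so fluorescent compounds give negative values; no value below 0 was filed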
AGP1-GFP MLPCN = modulators of AGP1-GFP expression in yeast TOR pathway, primary screen, cell-based, multiplex flow cytometry, S. cerevisiae, MLPCN library; 3 h; GFP as percent of DMSO wells; GFP response vs DMSO, % at 10 µM; 0.02% of 320,000 active;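 active means GFP response relative to DMSO above a set limit, near screen average plus 3 SD, cut at about 150% in these data; inconclusive means fewer than 70 cells counted for the yeast strain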;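 further: median GFP channel fluorescence of the gated AGP1 strain per well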
JMJD2C inh = inhibitors of GASC-1 histone demethylase, primary screen, biochemical, fluorescence, DELFIA europium | inhibition, % at 2.35 µM | Lysine-specific demethylase 4C (Homo sapiens), Q9H3R0 | 0.069% of 330,000 active | GST-JMJD2C(1-420) H3K9me3 demethylation;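 active means more than half of a compound's replicate wells show inhibition beyond 50%, single wells judged on their own value; inconclusive means some, but no more than half, of replicates pass 50% inhibition; inactive means no replicate passes 50% inhibition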;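 further: signal counts dimethyl H3K9 product captured on neutravidin plate; 0% = median of DMSO wells and 100% = 0.3 times that DMSO median; strong numbers were not always called active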
MEP2 TOR yeast = modulators of MEP2-GFP levels in yeast, primary screen, S. cerevisiae, multiplex flow cytometry, MLPCN library | 0.51% of 330,000 active | S. cerevisiae MEP2-GFP strain, 3 h; 100% = DMSO control level | GFP response vs DMSO, % at 10 µM;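 active means GFP response versus DMSO above a set limit, roughly screen mean plus 3 SD, cut at about 180% in these data; inconclusive means fewer than 70 cells counted for a yeast strain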;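 further: median GFP fluorescence of the barcode-gated MEP2-GFP cells per well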
Numbers without * were called inactive; ? = inconclusive; . = no result given.

SMILES	RPL19A-GFP yeast	CIT2 TOR yeast	VLA-4 inh	LAP4 TOR yeast	GRK2 inh	AGP1-GFP MLPCN	JMJD2C inh	MEP2 TOR yeast
Cc1ccc(NC(=O)c2ccc(S(=O)(=O)N3CCCC3)cc2)cc1	104	102	11	102	1	111	6	100
Cc1ccc(S(=O)(=O)N2CCN(c3cnn(-c4ccccc4)c(=O)c3Cl)CC2)cc1	100	98	22	93	1	103	-10	107
O=C(Nc1cccc(Cl)c1)N1CCc2ccccc2C1	106	91	14	96	3	97	2	100
Cc1ccc(C(=O)Cn2cnc3ccccc3c2=O)cc1C	97	95	-3	99	0	97	-4	93
Cc1nn2cc(-c3ccc(Cl)cc3)cnc2c1Br	100	103	4	103	4	102	-21	98
COc1ccc(CNC(=O)CSc2nnc(C3CC3)n2C2CC2)cc1	102	104	1	109	0	104	5	107
Cc1ccc(COC(=O)CCc2nc3ccccc3c(=O)[nH]2)cc1	98	88	5	103	0	93	-19	107
Cc1nc(Nc2ccc(Cl)cc2)c2nnn(Cc3ccccc3)c2n1	101	103	-1	105	0	105	25	105
COc1cccc(NC(=S)NCCc2ccccn2)c1	94	89	-8	90	0	88	-3	94
CCN1CCN(CCC(=O)Nc2cccc(OC)c2)CC1	99	105	-1	100	1	.	-1	106
COc1ccc(CCN(C)CCc2ccc(OC)c(OC)c2)cc1OC	100	98	18	106	3	101	-2	98
COc1cc(/C=C/C(=O)c2ccc3c(c2)OCO3)cc(Cl)c1O	103	98	-17	92	1	95	4	104
CCc1nnc(NC(=O)c2cccc(NC(=O)C(C)C)c2)s1	97	104	4	103	1	.	-4	94
Cc1ccc2c(c1)nnn2C1CCN(CC(=O)NNC(=O)c2ccco2)CC1	114	119	4	97	0	100	5	105
CCCCN(CCCC)C(=O)c1sc2nc(N3CCOCC3)c3c(c2c1N)CCCC3	96	90	-6	96	0	94	-1	86
CCCCC1=NN(C(=O)c2ccco2)C(O)(C(F)(F)F)C1 (stereo unspecified)	98	105	7	97	2	100	-1	101
CCOC(=O)N/N=C/c1c(C)nn(-c2ccccc2Cl)c1Cl	104	98	18	108	1	104	18	104
O=C(CNC1CCCCC1)Nc1ccc(S(=O)(=O)N2CCCCC2)cc1	104	103	-8	96	0	104	-11	105
Cn1c(=O)[nH]c(=O)c2c1nc1n2CC(COc2ccc3ccccc3c2)O1 (stereo unspecified)	98	97	10	109	2	112	2	98
O=C(NCCCn1ccnc1)C(=O)NCC1OCCN1S(=O)(=O)c1cc(F)ccc1F (stereo unspecified)	97	101	0	110	0	108	5	98
C/C=C(\C)C(=O)NCCN1C2=NC[C@H](C(C)C)N2C[C@H]1Cc1ccc(O)cc1	103	102	-4	98	0	96	2	106
CN1C(=O)C(CC(=O)NCCc2ccccc2)N(NC(=O)c2cccc(F)c2)C1=S (stereo unspecified)	104	108	6	103	0	108	1	109
CCCCN(C)C(=O)CSc1nc(NCc2ccc(OC)cc2)c2ccccc2n1	98	92	10	96	0	99	13	101
CC(OC(=O)/C=C/c1ccccc1)C(=O)Nc1ccc2c(c1)OCCO2 (stereo unspecified)	91	84	4	91	2	91	10	101
O=C(O)C1SCCN1S(=O)(=O)c1ccc(N=NN2CCOCC2)cc1 (stereo unspecified)	107	109	15	102	5	104	-24	104
COc1ccccc1-n1c(=S)sc2c(=O)n(Cc3ccco3)c(SC)nc21	97	90	1	99	0	97	-4	100
COc1cccc(-c2nc(CS(=O)CC(=O)NCc3ccccc3Cl)c(C)o2)c1 (stereo unspecified)	99	104	-20	104	1	105	0	97
CN1C(C(=O)NCCc2cccs2)CC2Cn3c(nc4ccccc43)C21 (stereo unspecified)	101	106	27	94	0	106	-10	101
CC(C)c1ccc(N(CC(=O)N2CCN(Cc3ccccc3)CC2)S(C)(=O)=O)cc1	99	94	-7	95	0	95	6	99
CC1CCCC(NC(=O)Cn2c(Cl)nc3c2c(=O)n(C)c(=O)n3C)C1C (stereo unspecified)	104	109	3	102	1	103	-11	109
Cc1cc(C)nc(NC(=O)CSc2nc3ccccc3s2)n1	97	98	-7	104	0	93	-12	103
Cn1c(=O)cc(Nc2ccccc2)[nH]c1=O	?	?	12	?	2	?	4	?
CSc1nc(C)c(C(=O)C[n+]2ccc(C)cc2)cc1C#N	92	84	6	98	0	88	-10	93
Cc1ccc(NC(=O)CCC(=O)OCC(=O)c2ccc(Oc3ccc([N+](=O)[O-])cc3)cc2)c(C)c1	98	93	7	109	0	101	-3	103
O=C(Nc1cccc(F)c1)Nc1c[nH]c(=O)[nH]c1=O	106	103	3	93	1	102	2	108
c1ccc(C2=Nn3c(Cn4nnc5ccccc54)nnc3SC2)cc1	96	89	0	104	0	101	-15	91
Oc1cc(Nc2ccccc2)cc2cccnc12	109	101	6	116	0	110	.	104
COc1cccc(CNC2CCCc3ccccc32)c1OC (stereo unspecified)	98	107	-5	101	0	103	11	96
COc1ccccc1/C=N/NC(=O)c1nnn(-c2nonc2N)c1-c1cccs1	105	103	-1	104	1	102	0	105
CCC(=O)c1cc2c(C)cc(=O)oc2c(C)c1OC(C)=O	96	84	13	90	83*	90	8	97
O=C(O)CCCN1C(=O)/C(=C\C(Cl)=C\c2ccccc2)SC1=S	108	104	-10	94	0	95	0	110
Cn1sc(NC(=O)c2cccc(Cl)c2)nc1=O	100	.	6	96	5	92	1	94
Cc1ccc(CN(C(=O)c2cc3ccccc3oc2=O)C2CCS(=O)(=O)C2)cc1 (stereo unspecified)	98	96	5	100	0	94	-13	98
Cc1ccc(CN2C(=O)CCC2C(=O)NCCN2CCOCC2)cc1 (stereo unspecified)	109	119	-2	111	2	115	-1	109
COc1ccc(S(=O)(=O)N(C)CC(=O)NCc2ccco2)cc1OC	96	100	31	92	3	94	-5	103
COc1cccc(C2/C(=C(/O)c3ccc4c(c3)CC(C)O4)C(=O)C(=O)N2CC2CCCO2)c1 (stereo unspecified)	113	91	-17	70	0	95	4	101
COc1ccc(C(=O)COC(=O)CCCN=C2NS(=O)(=O)c3ccccc32)c(OC)c1	95	95	-15	82	2	99	-9	89
Cc1[nH]n(-c2ccccc2)c(=O)c1S(=O)(=O)c1ccccc1	97	92	3	112	0	96	3	104
COc1cccc(/C=N/n2c(=S)n(C)c3cc(C)c(C)cc32)c1OC	108	110	-6	113	5	111	1	111
COc1ccc(/C=C2\N=C3CCCCCN3C2=O)cc1OC	98	107	-1	97	0	102	0	103
COc1ccc(CNC(=O)COC(=O)[C@H](Cc2c[nH]c3ccccc23)NC(=O)c2cccs2)cc1	102	104	29	103	0	102	-15	113
COc1ccc(N(CC(=O)NCCC2=CCCCC2)S(C)(=O)=O)cc1	102	93	17	102	1	101	3	103
O=C(CNC(=O)c1ccco1)NNC(=O)c1cccc(Cl)c1	95	98	-4	98	0	96	9	96
CC(=O)c1cccc(N(CC(=O)N2CCCC2)S(C)(=O)=O)c1	105	100	10	97	0	107	1	106
COc1ccc(NC(=O)CC2C(=O)N(C)C(=S)N2Cc2ccc3c(c2)OCO3)cc1 (stereo unspecified)	99	97	16	105	0	96	-6	98
Cc1c([N+](=O)[O-])c([N+](=O)[O-])nn1CC(=O)NCCc1ccccc1	100	96	20	90	4	92	-1	96
CCOC(=O)c1c(NC(=O)c2nn(CC)cc2Br)sc(C)c1C	93	91	-9	95	2	93	-6	100
CCC(=O)Nc1ccccc1-c1nnn(CC(=O)N2c3ccccc3CC2C)n1 (stereo unspecified)	96	96	3	103	1	97	33	96
Cn1nccc1C(=O)NC(=S)Nc1sc2c(c1C#N)CCCCC2	95	90	-6	91	0	92	-15	92
COc1cccc(CNC(=O)C(=O)NCCC2CCCCN2S(=O)(=O)c2cccs2)c1 (stereo unspecified)	101	103	-2	108	0	107	2	104

Continuation.
SMILES	RPL19A-GFP yeast	CIT2 TOR yeast	VLA-4 inh	LAP4 TOR yeast	GRK2 inh	AGP1-GFP MLPCN	JMJD2C inh	MEP2 TOR yeast
Cc1nc(N2CCOCC2)sc1C(=O)NN	100	99	17	103	3	103	4	100
O=C(Nc1ccccc1-c1nnn(CC(=O)N2CCCc3ccccc32)n1)c1ccco1	96	95	-9	105	1	102	-7	104
CNC(=O)c1ccc(OCc2ccccc2)c(OC)c1	100	108	0	105	5	.	.	100
CN(C)S(=O)(=O)c1ccc(S(=O)(=O)N2CCCC2)cc1	95	93	12	.	0	101	1	98
COc1cccc(C=Nc2cc(C)cc(C)c2)c1O	104	110	-8	97	4	103	-1	103
Cc1sc(NC(=O)Cn2c(=O)oc3ccccc32)nc1-c1ccc(Cl)cc1	101	94	3	111	4	107	0	128
COc1ccc2c(c1)CC/C(=C/c1ccco1)C2=O	100	91	-36	109	3	87	1	97
Cn1c(=Nc2ccc(N3CCOCC3)cc2)ccc2ccccc21	92	98	14	95	5	97	15	92
O=C(N/N=C/c1ccco1)c1ccc(NC(=O)C2CCCCC2)cc1	110	98	-3	70	0	97	5	102
CCN1CCN(C(=O)/C=C/c2cccc(Cl)c2)CC1	112	93	2	76	3	96	-1	107
CN(C(=O)c1cccnc1)c1nc(-c2ccccc2)cs1	104	82	-1	96	2	95	4	101
CCN(CC)S(=O)(=O)c1ccc(OC)c(NC(=O)CSCc2c(C)noc2C)c1	103	112	-7	105	.	103	3	102

Taken from above.
Reading of CCN1CCN(C(=O)/C=C/c2cccc(Cl)c2)CC1 in CIT2 TOR yeast: 93
Reading of COc1ccc2c(c1)CC/C(=C/c1ccco1)C2=O in AGP1-GFP MLPCN: 87

(cont.)
SMILES	RPL19A-GFP yeast	CIT2 TOR yeast	VLA-4 inh	LAP4 TOR yeast	GRK2 inh	AGP1-GFP MLPCN	JMJD2C inh	MEP2 TOR yeast
Cc1sc2ncn(CC(=O)NCCCC(=O)N3CCN(Cc4ccc5c(c4)OCO5)CC3)c(=O)c2c1C	96	91	4	94	0	97	4	93
O=c1c2c(-c3cccc([N+](=O)[O-])c3)ccnc2[nH]n1-c1ccccc1	106	93	25	88	0	92	-6	103
O=C(COc1ccc(S(=O)(=O)N2CCOCC2)cc1Cl)NCc1ccccn1	102	101	2	93	0	106	-3	101
O=C(Nc1ccc(F)cc1)c1cccnn1	98	95	17	95	0	93	4	103
COC(=O)c1ccc(-n2cc(-c3ccc(OC)cc3)[nH]c2=S)cc1	96	79	-21	98	0	95	11	97
Cc1cc(Nc2cc(F)ccc2C)n2ncnc2n1	98	102	-19	99	0	101	-5	102
COc1ccccc1C(=O)NC(CCSC)C(=O)NNC(=O)c1ccncc1 (stereo unspecified)	99	97	-4	101	2	102	-4	104
CC(=O)Nc1ccc(NS(=O)(=O)c2ccc(Cl)c(C(=O)O)c2)cc1	96	94	9	100	0	99	-27	102
O=C(Nc1ccccc1)N1CCN(Cc2ccccc2)CC1	96	96	3	92	1	99	8	100
CCn1c(CSc2nc3ccccc3[nH]2)nc2cc(C(=O)O)ccc21	99	112	9	107	4	105	75	109
CCN(CC)CCNC(=O)CN1C(=O)COc2ccc(S(=O)(=O)N3CCOCC3)cc21	110	126	14	98	1	111	9	114

From PubChem BioAssay
